CRFR2-BP ag = agonists of human CRF-binding protein/CRF-R2 receptor complex | HEK293 CRF-R2/CRF-BP, calcium dye fluorescence (FLIPR); percent of saturating CRF peptide response | activation, % at 13.2 µM | 0.46% of 350,000 active;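 active means activation of at least 50%, plus an integration ratio under a set limit after plate pattern correction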;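 further: plate controls were neutral control wells without compound for no effect and CRF at EC100 for full effect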
CRFBP-R2 block = blocks CRF-induced signaling of the CRF-BP/CRF-R2 complex; 0.59% of 350,000 active; HEK293 CRF-R2/CRF-BP, CRF-induced calcium fluorescence; inhibition, % at 11.8 µM;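 active means inhibition of the ligand-induced calcium signal above about 50% at the single tested concentration, limit read from the data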
IDE cell inh = inhibitors of human insulin-degrading enzyme in cells | HEK cells, FAbetaB cleavage, fluorescence polarization | 0.41% of 320,000 active | inhibition, % at 5.59 µM | P14735;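 active means percent inhibition above the average of all tested compounds plus 3 SD, set per screening campaign, cut at about 16% in these data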;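 further: IDE supplied by intact live HEK cells; FP after avidin binding of uncleaved biotin substrate so inhibition keeps polarization high; 0% = DMSO wells and 100% = 60 µM reference IDE inhibitor Ii1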
CHRM4 agonist = agonists of human muscarinic M4 receptor (CHRM4) | P08173 | CHO-K1 hM4/Gqi5, Fluo-8 calcium fluorescence; vehicle 0%, full acetylcholine response 100% | activation, % at 3 µM | 0.14% of 360,000 active;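 active means activation above the run mean over all test wells plus 3 SD, cut at about 32% in these data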;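 further: peak over basal fluorescence ratio per well then scaled between controls; 0% = DMSO wells and 100% = acetylcholine at EC100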
Target sequence (P08173 whole entry, looked up): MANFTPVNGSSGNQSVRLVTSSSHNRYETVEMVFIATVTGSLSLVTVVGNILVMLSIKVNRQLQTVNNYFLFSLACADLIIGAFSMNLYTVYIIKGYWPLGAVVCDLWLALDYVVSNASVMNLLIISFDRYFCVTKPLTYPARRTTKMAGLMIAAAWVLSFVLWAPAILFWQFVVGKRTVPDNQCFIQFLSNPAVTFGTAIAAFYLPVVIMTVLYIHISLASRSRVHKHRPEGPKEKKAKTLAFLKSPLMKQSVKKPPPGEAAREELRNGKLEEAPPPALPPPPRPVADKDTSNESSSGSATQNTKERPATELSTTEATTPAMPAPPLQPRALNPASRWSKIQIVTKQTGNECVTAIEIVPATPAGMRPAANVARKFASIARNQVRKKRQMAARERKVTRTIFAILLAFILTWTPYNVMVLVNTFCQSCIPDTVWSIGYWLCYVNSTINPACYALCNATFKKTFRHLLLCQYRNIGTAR
CHRM4 antagonist = antagonists of human muscarinic M4 receptor (CHRM4). 0.73% of 360,000 active. inhibition, % at 3 µM. CHO-hM4 cells, ACh EC80, Fluo-8 calcium fluorescence;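 active means inhibition above its plate's cutoff, the mean inhibition of sample wells plus 3 SD, cut at about 27% in these data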;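 further: 0% = acetylcholine EC80 with DMSO and 100% = DMSO without agonist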
CHRM5 antagonist = antagonists of human muscarinic M5 receptor (CHRM5) | P08912 | CHO-hM5 cells, Fluo-8 calcium fluorescence, ACh EC80 | inhibition, % at 3 µM | 0.59% of 360,000 active | AID 624040;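 active means inhibition above a per-plate cutoff, the mean of that plate's test compounds plus 3 SD, cut at about 27% in these data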;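 further: 0% = acetylcholine EC80 with DMSO and 100% = DMSO without agonist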
Target sequence (P08912 whole entry, looked up): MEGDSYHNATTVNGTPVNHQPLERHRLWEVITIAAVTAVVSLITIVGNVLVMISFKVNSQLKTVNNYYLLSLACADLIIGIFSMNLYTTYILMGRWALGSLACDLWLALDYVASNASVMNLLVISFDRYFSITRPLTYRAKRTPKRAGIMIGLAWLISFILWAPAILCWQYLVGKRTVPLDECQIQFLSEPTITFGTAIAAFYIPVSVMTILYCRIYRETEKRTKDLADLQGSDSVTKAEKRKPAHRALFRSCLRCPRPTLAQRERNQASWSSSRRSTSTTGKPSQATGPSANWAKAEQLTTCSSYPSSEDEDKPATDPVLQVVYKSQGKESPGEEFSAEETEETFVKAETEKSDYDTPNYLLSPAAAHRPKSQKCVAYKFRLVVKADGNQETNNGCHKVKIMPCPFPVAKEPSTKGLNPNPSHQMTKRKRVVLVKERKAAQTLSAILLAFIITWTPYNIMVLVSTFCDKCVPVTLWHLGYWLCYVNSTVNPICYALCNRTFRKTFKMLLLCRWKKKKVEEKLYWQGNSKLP
M5 PAM = potentiates acetylcholine response at human M5 receptor. P08912. AID 624038. activation, % at 3 µM. CHO-K1 hM5, Fluo-8 calcium, ACh EC20 PAM; 0% = ACh EC20, 100% = ACh EC100. 0.3% of 360,000 active;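 active means activation above the run cutoff, the mean activation of all test compounds plus 3 SD, cut at about 18% in these data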
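Assay system: CHO-K1 hM5 cells / Incubation: Fluo-8 loading 80 min at 37 °C plus 30 min room temperature / Technique: Fluo-8 calcium dye fluorescence, kinetic read / Repeats: single replicate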
M4 PAM = CHRM4 positive allosteric modulation; 0.4% of 360,000 active; AID 624126; P08173; CHO-K1 hM4/Gqi5, Fluo-8 calcium fluorescence, ACh EC20; 0% = ACh EC20, 100% = maximal ACh; activation, % at 3 µM;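 active means activation above its plate's cutoff, the mean activation of sample wells plus 3 SD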; further: some results filed as inactive read as strong as hits
M5 ag = CHRM5 agonism in calcium assay. activation, % at 3 µM. CHO-K1 hM5 cells, Fluo-8 calcium fluorescence; 0% DMSO wells, 100% maximal acetylcholine response. AID 624037. P08912. 0.19% of 360,000 active;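 active means activation above the run's mean over test compounds plus 3 SD, cut at about 23% in these data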;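 further: signal is peak over basal fluorescence ratio across the kinetic read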
* hit, by the source's call; · = not tested or not shown.

CRFR2-BP ag	CRFBP-R2 block	IDE cell inh	SMILES	CHRM4 agonist	CHRM4 antagonist	CHRM5 antagonist	M5 PAM	M4 PAM	M5 ag
-2.3	2	-3	O=C(NCC1CCCO1)c1onc(CSc2ccccc2)c1C(=O)O (configuration not stated)	1	0	6	-3	3	5
1.0	-2	2	O=C(Nc1cc(-c2nc3ncccc3o2)ccc1Cl)c1ccc2c(c1)OCO2	1	5	0	-1	-5	1
-0.1	10	2	O=C(NC1CCCCCC1)C(=O)NC1CC1	1	-1	3	-3	-6	2
0.7	40	6	O=C1CSC(=Nc2ccc(Cl)cc2)N1Cc1cccnc1	0	8	11	-10	-8	-4
0.9	7	-5	O=C(CCNS(=O)(=O)c1ccc(Br)cc1)NC1CCN(Cc2ccccc2)CC1	4	0	13	-1	6	-4
-1.5	13	-3	O=C(N/N=C/c1coc2ccccc2c1=O)c1cccc([N+](=O)[O-])c1	0	-3	-12	6	-1	3
2.9	9	-3	O=C(NC(=S)Nc1ccc(N2CCCCC2)cc1)c1ccc2c(c1)OCCO2	1	-2	-1	2	-1	0
1.5	-12	142*	COc1cc(/C=C/c2nc3ccccc3s2)cc(OC)c1O	14	4	6	-8	-12	2
2.1	-7	2	N#Cc1cc2ccccc2nc1N	1	5	9	0	-3	2
-2.2	-6	6	C/C(CCc1ccccc1)=N\NC(=O)C(=O)Nc1cccc(Cl)c1	1	-5	6	2	-6	2
1.6	17	6	Nc1c(-c2ccccc2)cnc2ncnn12	0	4	-5	2	5	-1
-1.5	-8	-6	CCCCC1CCc2[nH]nc(C(=O)O)c2C1 (configuration not stated)	16	9	17	-9	-6	-1
·	·	·	COc1ccc(CN2CCCC(C(=O)N3CCCC3)C2)c(OC)c1OC (configuration not stated)	2	-14	-5	1	7	0
1.1	-23	19*	COc1ccccc1NC(=O)N1CCN(c2cc(-c3ccccc3)nc3ncnn23)CC1	2	0	-1	-7	4	4
-2.7	2	3	O=[N+]([O-])c1ccccc1S(=O)(=O)N1CCN(C2CCN(Cc3ccccc3)CC2)CC1	1	29*	16	-11	-14	-9
-0.6	1	4	CCOC(=O)c1sc(NC(=O)c2cccc(S(=O)(=O)N(CC)CC)c2)cc1C	2	4	2	0	-3	-2
-2.5	7	·	CCCn1c2ccc(F)cc2c2nnc(SCCN3CCOCC3)nc21	8	3	12	-5	-4	-1
-2.0	14	8	CCc1ccc(S(=O)(=O)Nc2c(C)n(C)n(-c3ccccc3)c2=O)cc1	2	-4	-2	4	2	-4
3.9	-11	1	CC(=O)Nc1cccc(NC(=O)CS(=O)(=O)c2cn(CC(=O)N3CCOCC3)c3ccccc23)c1	0	-8	-2	5	-3	-3
-0.3	5	-3	COc1cccc(NC(=O)CSc2nc(O)c(C)c(=O)n2-c2ccc(C)cc2)c1	0	5	8	2	-1	2
4.2	-14	·	CN[C@@H]1CC[C@H](c2ccc(Cl)c(Cl)c2)c2ccccc21	8	6	12	-2	-7	-2
15	-42	2	O=C(Nc1ccccc1)C1=C(O)CC(c2ccoc2)CC1=Nc1ccccc1 (configuration not stated)	2	1	7	-3	3	1
1.0	0	7	CSc1ccc(CCNC(=O)C2CCCN(c3nn4c(=O)cc(C)nc4s3)C2)cc1 (configuration not stated)	4	2	2	-3	-5	-6
0.2	-18	-1	Cc1ccc2c(c1)N(CC(=O)NCCc1c[nH]c3ccccc13)C(=O)CO2	9	-10	-10	0	2	1
1.1	6	-2	Cc1csc(SCC(=O)Nc2cc(S(=O)(=O)N3CCCC3)ccc2Cl)n1	1	-1	-6	6	-2	-8
-1.0	-23	3	COc1ccc(C(=O)Oc2c(CN3CCOCC3)cc(Cl)c3cccnc23)cc1	-1	1	1	-2	10	-3
-0.6	-2	-1	O=C(Nc1ccc(S(=O)(=O)N2CCCCC2)cc1)c1ccccc1F	5	-8	2	-1	1	-3
-1.0	5	-1	Fc1ccc(-c2cn(-c3ccccc3)c3[n+]2CCS3)cc1	0	-3	-2	7	-20	-10
0.0	8	1	C/C(=N/NS(=O)(=O)c1ccc(C)cc1)c1cccc(NC(=O)c2cccc(Cl)c2)c1	1	-1	4	-3	-3	0
-0.3	41	-2	CCCCCOc1ccc(C(=O)Nc2ccc(S(=O)(=O)Nc3cc(C)on3)cc2)cc1	1	9	17	-2	2	0
-1.7	-5	0	COc1ccc(-n2c(SCC(=O)NCC3CCCO3)nc3n[nH]c(C)c3c2=N)cc1 (configuration not stated)	-1	-7	-10	-5	19	-6
0.4	-5	1	O=C(CNC(=O)c1ccc(Br)o1)NCc1ccc2c(c1)OCO2	0	-3	-1	2	7	-1
-2.0	-3	4	COCCCNc1nc2ccccc2nc1NS(=O)(=O)c1ccc(Cl)cc1	0	-3	6	-2	3	-1
-0.6	10	5	O=C(Cn1nc(-c2ccccc2)ccc1=O)Nc1ccc(N2CCN(C(=O)c3cccs3)CC2)cc1	4	0	5	-4	-5	-4
2.4	-2	0	Cc1ccc(NC(=O)CNC(=O)COc2ccccc2)nc1	2	3	6	0	13	3
4.2	-28	-2	Cc1nonc1NC(=O)CSc1nc(CCC2CCCC2)nc2ccccc12	0	-12	-3	0	-9	3
-0.8	-94	-1	Cc1cc(NC(=O)c2cc(-c3ccc(C)c(C)c3)nc3ccccc23)no1	4	6	3	-7	-12	-4
-0.4	19	5	COc1ccccc1CNC(=O)C1CC(c2ccc([N+](=O)[O-])cc2)=NO1 (configuration not stated)	1	-3	10	1	5	0
·	·	·	COc1ccc(OC)c(NC(=O)Nc2nc(CN(C)C)cs2)c1	1	-4	-1	2	2	1
-1.3	4	-8	C=CCn1c(SCC(=O)NC23CC4CC(CC(C4)C2)C3)nc(O)cc1=O	0	0	9	-5	1	1
-2.6	-9	3	CCOc1ccc(OCCCC(=O)N(C)CC(=O)Nc2ccccc2Br)cc1	3	-6	4	-4	11	-3
-1.4	17	2	O=C(c1ccccn1)c1conc1C(=O)c1ccc(Br)cc1	-2	8	-3	2	1	-5
0.1	0	1	Cc1cc(C)n2nc(SCC(=O)N(C(C)C)C(C)C)nc2n1	0	-3	-4	-5	5	-2
2.6	13	4	O=C(O)CCCC(=O)NCc1c(Cl)cccc1Sc1ccc(Cl)cc1	1	1	0	9	-2	0
0.2	-5	8	FC(F)(F)c1ccc(-c2nnc(-c3ccccn3)c(-c3ccccn3)n2)nc1	1	-3	2	-2	-3	0
0.8	12	·	COC(=O)C1(NC(=O)CNC(=O)OCc2ccccc2)CCCC1	1	3	2	12	-1	3
·	·	·	O=C(NC1CCCC1)C1C(c2ccc(C(F)(F)F)cc2)=Nc2ccccc2N1C(=O)c1cc2ccccc2[nH]1 (configuration not stated)	3	-12	9	-7	-1	1
-0.8	8	2	Cc1cc(C)nc(NC(=O)c2cnc3sccn3c2=O)n1	1	7	0	-2	-3	1
0.8	4	0	Cc1noc(C)c1S(=O)(=O)Nc1ccc(C(=O)NCc2ccccc2)cc1	1	-3	-5	1	-1	-3
0.3	9	-1	CC(C)N1CCN(Cc2cc3ccccc3[nH]2)CC1CCO (configuration not stated)	1	9	17	-3	-4	-4

Record cards (already shown). Order of screens: CRFR2-BP ag	CRFBP-R2 block	IDE cell inh	CHRM4 agonist	CHRM4 antagonist	CHRM5 antagonist	M5 PAM	M4 PAM	M5 ag
CCOc1ccc(OCCCC(=O)N(C)CC(=O)Nc2ccccc2Br)cc1 is entered as -2.6	-9	3	3	-6	4	-4	11	-3
CCc1ccc(S(=O)(=O)Nc2c(C)n(C)n(-c3ccccc3)c2=O)cc1 is entered as -2.0	14	8	2	-4	-2	4	2	-4
O=C(NC1CCCC1)C1C(c2ccc(C(F)(F)F)cc2)=Nc2ccccc2N1C(=O)c1cc2ccccc2[nH]1 (configuration not stated) is entered as ·	·	·	3	-12	9	-7	-1	1
Cc1csc(SCC(=O)Nc2cc(S(=O)(=O)N3CCCC3)ccc2Cl)n1 is entered as 1.1	6	-2	1	-1	-6	6	-2	-8
CN[C@@H]1CC[C@H](c2ccc(Cl)c(Cl)c2)c2ccccc21 is entered as 4.2	-14	·	8	6	12	-2	-7	-2

(more compounds)
CRFR2-BP ag	CRFBP-R2 block	IDE cell inh	SMILES	CHRM4 agonist	CHRM4 antagonist	CHRM5 antagonist	M5 PAM	M4 PAM	M5 ag
-1.0	7	0	Cn1c(=O)oc2cc(S(=O)(=O)Nc3ccccc3)ccc21	3	-5	-2	-16	-4	-5
-3.2	-17	1	CC(=O)Nc1ccc(NC(=O)c2cc(C)nn2-c2ccccc2)cc1	1	-4	0	-2	8	-1
-0.7	-5	1	COc1ccc(CN(C)CC(=O)Nc2cccc3ccccc23)cc1F	3	-34	15	-4	5	-5
-0.8	5	1	CCOCC(=O)N1CCN(c2ccc(F)cc2)CC1	1	-6	-12	5	19	0
0.7	-7	2	FC(F)(F)c1cnc(-c2cnc(-c3ccccn3)nc2)c(Cl)c1	2	2	8	1	-2	0
·	·	·	CCOc1ccc(-c2noc(-c3csc([C@@H]4O[C@H](CO)[C@H](O)[C@H](O)[C@H]4O)n3)n2)cc1	0	-1	3	3	4	-1
0.0	3	7	CC(C)CC(=O)N1CCN(Cc2cccc([N+](=O)[O-])c2)CC1	0	-9	7	6	15	0
-1.5	9	-2	CC(=O)Nc1cc2c(cc1C(=O)c1ccc(C)cc1)OCCO2	1	2	4	0	5	-1
-0.2	6	-3	CC(C)(C)OC(=O)NNC(=O)c1ccc(Cl)cc1	1	-1	3	4	15	2
-1.0	-15	-1	Cc1nc2c(Cl)c(C)nn2c2c1CCC2	0	4	3	1	-6	3
-0.6	9	-4	COc1ccccc1NC(=O)c1ccc2c(c1)OCO2	1	-14	-10	3	7	0
-1.3	51*	0	COc1ccc(NC(=O)CN2CCC3(O)CCCCC3C2c2cc(OC)ccc2OC)cc1 (configuration not stated)	11	-2	7	-11	-7	4
0.3	-2	9	Cc1ccc(C(=O)N/C(=C/c2ccco2)C(=O)O)cc1	0	0	8	-3	-3	-2
0.1	-3	3	COc1ccc(CCNC(=O)c2ccc(CN3CCC(Cc4ccccc4)CC3)cc2)cc1	4	-5	5	-8	-10	-7
-1.4	11	4	CCc1ccc(C(=O)CSc2nc3cc(S(=O)(=O)N4CCOCC4)ccc3n2CC)cc1	2	-5	5	-5	-4	-4
·	·	·	CC(=O)Nc1ccc(-c2ccnc3c2CC(C)(C(=O)NCc2ccc(N4CCN(C)CC4)cc2)O3)cc1 (configuration not stated)	0	-1	3	0	5	-1
-2.0	6	-7	Oc1cnn(-c2ccccc2)c1	2	12	13	3	31*	-3
-0.3	2	3	Cc1cccc(CN2C(=O)CCSc3ccc(Cl)cc32)c1	-2	6	-1	-8	-2	-12
-1.3	27	·	O=C(O)COc1ccc(Cl)cc1C1CCCCC1	2	-1	1	16	10	0
-1.7	7	0	COCC1CCN(C(=O)c2oc3c(F)cccc3c2C)C1 (configuration not stated)	-1	13	2	2	-3	1
0.1	2	·	Cc1cccc(C(=O)OCC(=O)Nc2sccc2C(N)=O)c1C	0	-9	7	-2	6	0
-0.9	0	3	Cc1ccc(S(=O)(=O)/N=C(/c2ccccc2)N(C)C)c(C)c1	1	7	4	-2	-3	-1
-0.8	0	-2	O=C(Nc1ccncc1)C1CCC(CNS(=O)(=O)c2cccc3nsnc23)CC1 (configuration not stated)	6	0	4	-7	-20	-8
-0.6	-7	-4	CC1CCCCN1C(=O)Nc1cccc(Cl)c1 (configuration not stated)	-1	11	-5	2	-3	-2
·	·	·	CC1(C(=O)NS(=O)(=O)Cc2cccc(Cl)c2)CCN1C(=O)Cc1ccc(Cl)cc1Cl (configuration not stated)	1	-10	4	-1	9	0
-0.4	-3	7	CC(/C=C/c1ccccc1)=N\Nc1nc(-c2ccccc2)cs1	-2	-9	-2	-3	0	-4
